mcGAS RapidFire = mouse cGAS inhibition by mass spec; Q8C6L5; recombinant mouse cGAS, cGAMP by RapidFire MS; inhibition, % at 12.5 µM; 130,000 tested, 0.18% active;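 active = inhibition of cGAS enzyme activity at or above 60%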;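 also: enzyme stimulated by 45 bp dsDNA with ATP and GTP substrates; cGAMP share of summed cGAMP plus half ATP and half GTP signals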
Target sequence (Q8C6L5 whole entry, looked up): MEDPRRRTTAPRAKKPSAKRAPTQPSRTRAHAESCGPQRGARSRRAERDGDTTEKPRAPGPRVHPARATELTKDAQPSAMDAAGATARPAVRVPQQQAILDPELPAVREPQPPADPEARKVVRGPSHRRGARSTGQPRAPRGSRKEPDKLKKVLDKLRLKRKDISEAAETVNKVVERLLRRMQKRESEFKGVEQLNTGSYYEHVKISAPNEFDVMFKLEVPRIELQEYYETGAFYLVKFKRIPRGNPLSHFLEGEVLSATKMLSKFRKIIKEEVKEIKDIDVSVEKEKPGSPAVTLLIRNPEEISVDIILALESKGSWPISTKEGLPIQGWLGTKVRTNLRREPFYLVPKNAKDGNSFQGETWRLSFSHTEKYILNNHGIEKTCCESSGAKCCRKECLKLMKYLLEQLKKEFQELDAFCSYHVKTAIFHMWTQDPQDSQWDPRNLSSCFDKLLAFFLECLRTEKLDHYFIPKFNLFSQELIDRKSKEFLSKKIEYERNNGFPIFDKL
The depositor's hits bear a star; & = joins results of further samples.

SMILES	mcGAS RapidFire
COc1ccc(S(=O)(=O)NCCNc2nc(C)nc3sccc23)cc1	-4.0
c1ccc2oc(N3CCN(Cc4ccc(C5CCCCO5)o4)CC3)nc2c1 (configuration not stated)	-26.2
COc1ccc(S(=O)(=O)NC(=O)C2(C)CCN2C(=O)Cc2ccccc2Cl)cc1OC (configuration not stated)	-8.0
Cc1ccc2nc(C)c(NC(=O)c3ccc4ccccc4n3)c(=O)n2c1	-18.4
CSc1nc2ncc3c(=O)n(-c4ccccc4F)ccc3n2n1	-1.3
CSc1ccccc1C(=O)N1CCOC(Cc2cccc(F)c2)C1 (configuration not stated)	-17.5
Cc1ncc(-c2ccc(NC(=O)NCCc3nccs3)cc2)o1	-22.3
O=S(=O)(Nc1ccc(Cl)cc1F)c1ccc(Cl)s1	-10.8
CCCc1c(C(=O)OCC)c2cc(NS(C)(=O)=O)ccc2n1S(C)(=O)=O	-2.7
CN1CCN(C(C(=O)O)c2ccccc2)CC1 (configuration not stated)	-5.7
COC(=O)C1C(=O)NCC1c1ccc(C)cc1 (configuration not stated)	-13.7
COc1ccccc1/C=C/CN1CCC(CO)(Cc2ccccc2)CC1	-9.2
CC1SC(c2ccc3c(c2)OCO3)N(Cc2ccco2)C1=O (configuration not stated)	3.0
N#CCC(=O)Nc1ccc(C(=O)N2CCN(c3ccc(F)cc3)CC2)cc1	-5.1
FC(F)(F)c1cccc(CCC2CCCN(Cc3cnc[nH]3)C2)c1 (configuration not stated)	-15.2
CC1=CC(=NNC(=O)c2sc(-c3ccc(Cl)cc3)cc2N)CC1	-14.3
CC(=O)c1cc2cc(Cl)cc(Cl)c2oc1=O	13.6
O=C(NCc1ccco1)c1cc2c(=O)n3ccccc3nc2s1	-3.1
NNC(=O)c1n[nH]nc1Br	-14.7
O=C(CSc1nc2[nH]ncc2c(=O)[nH]1)Nc1ccc(F)cc1	-1.9
CC(=O)N1CCC(NC(=O)C2CCN(S(=O)(=O)c3c(C)c(C)cc(C)c3C)CC2)CC1	7.4
C=CC1CC(=O)C=CN1C(=O)Oc1ccccc1 (configuration not stated)	-3.3
O=C(NNS(=O)(=O)c1ccc(F)c(F)c1)c1cncn1-c1ccc(F)cc1	-6.7
O=C(c1sccc1-c1ccccc1)N1CCN(S(=O)(=O)c2ccc(F)c(Cl)c2)CC1	6.8
O=S(=O)(Nc1ccccc1F)c1cccs1	-12.5

(further entries)
SMILES	mcGAS RapidFire
Cc1nn(Cc2ccccc2)c(C)c1CNCC1COc2ccccc2O1 (configuration not stated)	-12.7
COC(=O)COC(=O)c1ccc(NC2=NS(=O)(=O)c3ccccc32)cc1	-5.8
COCc1noc(-c2ccc(NCCSc3nccn3C)nc2)n1	4.7
CC1(C(=O)NS(=O)(=O)Cc2ccccc2C(F)(F)F)CCN1C(=O)CC1CCCC1 (configuration not stated)	-6.2
CC(=O)N1CCC(C(=O)NCc2nc(NC3CCCC3)c3cc(Cl)ccc3n2)CC1	-10.7
CCCCN1C(=O)C(O)(c2c(C)nn(CCO)c2N)c2ccccc21 (configuration not stated)	0.7
CC(C)NC(=O)N1CCC(c2nc(-c3ccccc3)no2)CC1	-4.1
CCN(CC(=O)NCc1ccc(F)cc1)c1ncnc2ccsc12	-0.9
COCCn1c(=NC(=O)c2cccc(S(C)(=O)=O)c2)sc2c(OC)ccc(OC)c21	-0.1
Cc1cc(C(=O)O)c(C)n1C	-1.7
CCOc1cn2c(cc1=O)C(=O)N(CCNC(=O)c1ccccc1SCC)CC2	-5.1
Cc1cc(OS(C)(=O)=O)nc2c1cnn2C(C)C	2.7
Cc1ncc([N+](=O)[O-])n1S(=O)(=O)c1ccc(Br)cc1	3.9
O=C(Nc1ccc(N2CCCC2=O)c(Cl)c1)c1cccc([N+](=O)[O-])c1	-11.9
Cc1ccc2cc(CCNC(=O)CCC3CCCC3)c(=O)[nH]c2c1C	-6.2
COC(=O)c1ccccc1C=C1N=C(c2cccc(OC)c2)OC1=O	-2.6
O=C(Cn1nc(C(F)(F)F)c2c1CCC2)NCc1cccs1	10.0
CCOc1ccc(C(C)=O)cc1CSc1nnc(C)n1-c1ccccc1	-2.4
CN(CC(=O)Nc1cccc(F)c1)C(=O)c1cc(-c2cccs2)nc2ccccc12	10.3
COCCS(=O)(=O)NC(C)Cc1cc(C)cc(C)c1 (configuration not stated)	-10.2
CN1CCC(N(Cc2ccccc2)C(=O)Nc2ccc(NC(=O)C3CC3)cc2)CC1	-10.0
CC(NC(=O)c1cnn(-c2ccccc2)n1)c1cccs1 (configuration not stated)	-6.5
CCC1CN(C(=O)c2ccc(NCc3cnn(CC)c3)nc2)CCN1C(C)C (configuration not stated)	-7.1
CCn1nc(C(=O)O)c2c1CCC(N(C)CCn1ccnc1C)C2 (configuration not stated)	-9.5
CC(C)[C@H](NC(=O)c1ccco1)C(=O)OCC(=O)Nc1cccc(F)c1	19.3

Further results.
SMILES	mcGAS RapidFire
CN(C)/C=C1/CCCCN2C(=O)/C(=C/c3ccc(Cl)cc3)N=C12	1.3
COCCCNC(=O)CNS(=O)(=O)c1c(C)cc(C)cc1C	-1.9
Cc1ccnc(NCCNC2CCN(CC(C)C)CC2)c1	-6.3
CN1CCC2(CCN(C(=O)CCN3CCCCCCC3)CC2)C1	-5.8
Cc1ccc(C(=O)Nc2ccc(N3CCNC(=O)C3)cc2)c(C)c1	-15.7
CNc1ccc(-c2cccc(C(=O)N(C)C)c2)cn1	-5.4
O=C(CC1CCC(=O)N1)NCc1cccnc1-n1cnc2ccccc21 (configuration not stated)	-34.3
Cc1cccc(N2CCN(CC(=O)NC3(C)CCS(=O)(=O)C3)CC2)c1C (configuration not stated)	-8.2
Cc1cc(-c2nn3c(C(F)(F)F)nnc3s2)n[nH]1	-11.1
COc1ccc(CCN(C)C2CCCN(C(=O)c3cscn3)C2)cc1OC (configuration not stated)	-4.3
CN(CC1COCCO1)c1nc2nonc2nc1N1CCSCC1 (configuration not stated)	-8.1
NC(Cc1c[nH]c2ccccc12)C(=O)O (configuration not stated)	-1.3
COc1ccc(-c2ccc(C(=O)NC(C)c3cnn(-c4ccccn4)c3C)o2)cc1 (configuration not stated)	-3.9&0.9
CCOC1CC(C)(C)NC(=S)N1 (configuration not stated)	-13.6
Cc1ccc(-n2nnc3c(=O)n(Cc4ccccc4Cl)cnc32)cc1	4.8
C=C(C)CN(CC)Cc1c(C(=O)N(C)CCCC)nc2ccccn12	-1.6
CNC(=O)c1cc(Cl)cc(Cl)c1	-4.8&0.1
c1ccc(-c2ncn(CCc3cccs3)c2C2CCOC2)cc1 (configuration not stated)	-7.5
O=C(CNC(=O)c1ccccc1)OCC(=O)N1CCCC1=O	-10.3
Cc1cc2cc(CNC(=O)Nc3cccc(Cl)c3)ccc2n1C	6.3
CS(=O)(=O)Nc1cc(Cl)c(Cl)cc1Cl	-2.1
Cc1ccc[n+](CC(=O)c2ccc(-c3ccccc3)cc2)c1C	-7.2
COCCNC(=O)c1ccc(NC(=O)c2cccc(OC)c2)cc1Cl	-3.1
CC1(C(=O)N2CCC3(CCc4ccccc43)C2)CCCCC1 (configuration not stated)	-6.9
CN(CCC(=O)Nc1cccc(F)c1)Cc1cnc2ccccc2c1	-14.2

An excerpt from above in order of formula weight, low to high.
SMILES	mcGAS RapidFire
CCOC1CC(C)(C)NC(=S)N1 (configuration not stated)	-13.6
CN(C)/C=C1/CCCCN2C(=O)/C(=C/c3ccc(Cl)cc3)N=C12	1.3
COc1ccc(-c2ccc(C(=O)NC(C)c3cnn(-c4ccccn4)c3C)o2)cc1 (configuration not stated)	-3.9&0.9

Ordered by value in mcGAS RapidFire (rising): three from the list above
molecule	mcGAS RapidFire
Cc1cc(-c2nn3c(C(F)(F)F)nnc3s2)n[nH]1	-11.1
Cc1cccc(N2CCN(CC(=O)NC3(C)CCS(=O)(=O)C3)CC2)c1C (configuration not stated)	-8.2
Cc1ccnc(NCCNC2CCN(CC(C)C)CC2)c1	-6.3

Going on with the list.
SMILES	mcGAS RapidFire
Cc1cc(C)c(S(=O)(=O)N2CCC(C(=O)N3CCc4sccc4C3C)CC2)c(C)c1 (configuration not stated)	-7.8
Cc1cc(C)n2ncc(C#N)c2n1	-15.6
CCc1csc(CNC(=O)c2ccc(NCC3CCCOC3)nc2)n1 (configuration not stated)	7.1
CC(c1ccc(S(C)(=O)=O)cc1)N(C)C(=O)NCC(C)(C)N1CCOCC1 (configuration not stated)	-2.4
Cc1nn(C)c(Cl)c1CNc1ccccc1	-1.0
CSCCCNCc1c(C(=O)N2CCCCCCC2)nc2ccc(Cl)cn12	-8.3
CCNC(Cn1ccnc1)C(C)(C)C (configuration not stated)	-4.2
Cc1csc(N(C(=O)CC2CCCC2)C2CC2)n1	-17.5
Cc1ccoc1C(=O)N1CC[C@@H](c2ccc3c(c2)OCO3)[C@H](O)C1	-27.3
Cc1ccc(NC2=CC(=O)N(CCO)C2=O)cc1	-6.9
COc1cc(CSc2nnc(N)n2C2CC2)ccc1SC	-9.1
CN1CCN2CCN(C(=O)c3csc(-c4cccs4)n3)CC2C1=O (configuration not stated)	-2.3
C#CCOc1c(Cl)cc(C(c2c(C)[nH][nH]c2=O)c2c(C)[nH][nH]c2=O)cc1OCC	4.8
COC(=O)c1sccc1N=CC1=C(O)CC(C)(C)CC1=O	-1.6
CCOC(=O)c1c(C)[nH]c(C(=O)N2CCN(c3ccccc3)CC2)c1C	-10.6
CNc1cc(-c2ccc(F)cc2)ncn1	-10.6
c1csc(-c2noc(CSc3nnc(C4CC4)n3C3CC3)n2)c1	-1.4
Cc1nc2c(=O)[nH]c(=O)n(C)c2nc1C	-18.8
CC1(C)C2CCC1(C)C(NC(=O)Cn1c(CS(C)(=O)=O)nc3ccccc31)C2 (configuration not stated)	-1.1
Cc1ccc(-n2c(SCC(=O)c3ccccc3)nc3c(c2=O)SCC3)cc1	-8.3
O=C(Cc1ccccc1)NC(NC(=S)Nc1cccc(C(=O)O)c1)C(Cl)(Cl)Cl (configuration not stated)	3.3
S=C(SCc1nc2ccccc2[nH]1)N1CCCC1	-6.2
CCn1nnc2c(=O)n(CC(C)C)cnc21	-0.2
COC(=O)C(=C/C=C/N1CCCCC1)C(=O)OC	-0.6
CCCn1c(SCc2cc(C)on2)n[nH]c1=O	-18.6

Looked up by structure from above, seven records:
SMILES	mcGAS RapidFire
CSc1nc2ncc3c(=O)n(-c4ccccc4F)ccc3n2n1	-1.3
O=C(c1sccc1-c1ccccc1)N1CCN(S(=O)(=O)c2ccc(F)c(Cl)c2)CC1	6.8
CCNC(Cn1ccnc1)C(C)(C)C (configuration not stated)	-4.2
O=C(CC1CCC(=O)N1)NCc1cccnc1-n1cnc2ccccc21 (configuration not stated)	-34.3
CS(=O)(=O)Nc1cc(Cl)c(Cl)cc1Cl	-2.1
CC(=O)c1cc2cc(Cl)cc(Cl)c2oc1=O	13.6
COC(=O)c1sccc1N=CC1=C(O)CC(C)(C)CC1=O	-1.6

The list continues.
SMILES	mcGAS RapidFire
Cc1nccc(N2CCC(Cc3cccc(C(=O)O)c3)CC2)n1	-12.8
Cc1ccc(NC(=O)Cn2cnc3c(nnn3Cc3ccccc3)c2=O)cc1	4.4
C/C(=C/C(=O)Nc1ccc(NC(N)=O)cc1)c1cccc(F)c1	-2.1
Cc1ccc(-n2c(C)cc(C3=NNC(=NC4CC4)SC3)c2C)cc1C	-5.9
Cc1cc(=O)[nH]cc1NS(=O)(=O)c1cccc(F)c1F	-2.4&4.2
COc1cccc(-n2cc(CNC3CCN(S(C)(=O)=O)CC3)cn2)c1	-14.1
O=C(CCC1CCCC1)N1CCN(C(=O)c2cccs2)CC1	-5.8
Cc1nc(N2CCCCC2)ncc1C(=O)N1CCCC2(CC1)CNC(=O)O2 (configuration not stated)	-10.5
O=C(NCc1ccc(Cn2cccn2)cc1)c1cnn(Cc2ccccc2Cl)c1	-5.8
Cc1ccc(/C=C/S(=O)(=O)NCCn2nc(-c3cccnc3)ccc2=O)cc1	-4.7

4 of the compounds above, field by field:
> Cc1cc(=O)[nH]cc1NS(=O)(=O)c1cccc(F)c1F
  mcGAS RapidFire = -2.4&4.2

> COc1cccc(-n2cc(CNC3CCN(S(C)(=O)=O)CC3)cn2)c1
  mcGAS RapidFire = -14.1

> O=C(CCC1CCCC1)N1CCN(C(=O)c2cccs2)CC1
  mcGAS RapidFire = -5.8

> Cc1nc(N2CCCCC2)ncc1C(=O)N1CCCC2(CC1)CNC(=O)O2 (configuration not stated)
  mcGAS RapidFire = -10.5

An excerpt; count on the stated rates, not on these rows.
